Bioassay records from PubChem BioAssay.
FLuc act counter: firefly luciferase counter-screen for stimulation assays; ATPlite luciferase biochemical, luminescence, 10 min; 0 = ATP-free wells, 1 = DMSO control; activation factor at 10 µM; 200,000 tested, under 10 active;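 active = luciferase activation factor, scaled between plate controls, of at least 2 with compound at 10 µM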
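Assay system: Luciferase/luciferin detection reagent, cell-free biochemical luciferase assay / Read-out: luciferase activation / Benchmarks: No-ATP low control, compound-free enzyme-plus-ATP high control / Medium: PBS buffer for ATP / Detection: luminescence measurement of luciferase light output / Schedule: 10 min at ambient temperature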
PMI act hi M6P: increases human PMI activity with near-saturating mannose 6-phosphate; coupled PMI enzyme assay, resazurin fluorescence, 20 min; hits give high values; 1 = untreated enzyme, 0 = substrate-free blank; activation factor at 20 µM; hit rate 0.34% among 190,000;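 active = activation factor of 2 or more at 20 µM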
Target sequence (P34949 whole entry, looked up): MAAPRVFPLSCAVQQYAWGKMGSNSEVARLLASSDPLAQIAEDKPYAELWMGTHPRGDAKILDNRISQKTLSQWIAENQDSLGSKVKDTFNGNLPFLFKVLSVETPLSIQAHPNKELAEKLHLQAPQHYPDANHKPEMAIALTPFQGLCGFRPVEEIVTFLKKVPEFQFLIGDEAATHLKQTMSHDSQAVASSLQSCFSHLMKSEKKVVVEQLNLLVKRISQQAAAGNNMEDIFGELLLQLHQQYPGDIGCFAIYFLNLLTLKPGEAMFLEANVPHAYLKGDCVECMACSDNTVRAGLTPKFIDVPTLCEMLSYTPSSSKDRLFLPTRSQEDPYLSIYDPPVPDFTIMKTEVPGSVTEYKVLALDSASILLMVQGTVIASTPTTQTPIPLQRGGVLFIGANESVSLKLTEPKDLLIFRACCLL
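Test system: human phosphomannose isomerase with PGI, G6PDH, diaphorase coupling enzymes; amount: 15 ng/mL PMI; incubation: enzyme reaction with compound 20 min at room temperature; technique: resorufin fluorescence (Ex 544/Em 590 nm) from resazurin via diaphorase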
bIAP act: increases bovine intestinal alkaline phosphatase activity; purified bovine IAP, CDP-star luminescence, 30 min; hits give high values; fold of DMSO-control signal, blank-subtracted; hit rate 0.17% among 200,000; activation factor at 20 µM;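 active = activation factor of 2 or more at 20 µM, a signal rise over negative controls twice the positive control's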
FLuc inhib CS: Photinus pyralis luciferase inhibition counter-screen | P08659 | ATPLite firefly luciferase biochemical luminescence, 10 min | inhibition, % at 10 µM | hit rate 1.5% among 200,000;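 active = inhibition above about 50% when tested at 10 µM, limit read from the data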
PMI act: increases human mannose-6-phosphate isomerase activity. purified human PMI, coupled resazurin fluorescence, 20 min; hits give high values; 1 = vehicle control, 0 substrate-free wells. activation factor at 20 µM. P34949. hit rate 0.005% among 190,000. AID 1214;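 active = activation factor of 2 or more at 20 µM, relative to plate controls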
TNAP act hiacc: activators of human TNAP at high phosphate acceptor concentration | P05186 | activation factor at 20 µM | 200,000 tested, under 10 active | AID 1136 | purified TNAP, CDP-star luminescence, 1 M DEA, 30 min; hits give high values; 0 = EDTA background, 1 = DMSO-only activity;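 active = activation factor at least 2 at 20 µM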
Target sequence (P05186 whole entry, looked up): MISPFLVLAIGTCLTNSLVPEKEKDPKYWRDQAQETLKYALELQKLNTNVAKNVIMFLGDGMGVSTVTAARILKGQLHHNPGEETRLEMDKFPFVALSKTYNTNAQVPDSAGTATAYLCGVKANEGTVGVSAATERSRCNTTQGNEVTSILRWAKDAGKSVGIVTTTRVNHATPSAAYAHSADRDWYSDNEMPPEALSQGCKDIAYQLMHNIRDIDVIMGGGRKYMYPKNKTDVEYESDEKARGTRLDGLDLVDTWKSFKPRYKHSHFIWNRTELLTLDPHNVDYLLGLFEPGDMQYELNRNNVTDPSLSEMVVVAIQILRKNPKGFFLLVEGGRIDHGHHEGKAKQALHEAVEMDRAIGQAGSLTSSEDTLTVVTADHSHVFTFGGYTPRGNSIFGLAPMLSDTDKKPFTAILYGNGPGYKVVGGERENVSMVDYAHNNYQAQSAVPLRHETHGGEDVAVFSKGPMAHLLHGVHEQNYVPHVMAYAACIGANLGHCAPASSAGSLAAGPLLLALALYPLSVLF
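Control set: EDTA negative control, DMSO positive control / Assay system: human TNAP / Quantity: TNAP 1/800 final / Evaluation: TNAP activation factor scaled between EDTA and DMSO control wells / Measured by: luminescent substrate turnover signal / Compound dosing: one dose, 20 µM / Times: 30 min enzyme reaction at room temperature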
APP 5'UTR act: activates APP 5'UTR luciferase reporter; SH-SY5Y APP 5'UTR luciferase reporter, luminescence; zero percent = DMSO vehicle wells; activation, % at 2 µM; hit rate 1% among 190,000;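 active = activation above a set limit, based on mean plus 3 SD of controls, cut at about 140% in these data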; note: values of inactives mirror those of a sister screen read the other way
TNAP inh noacc: inhibitors of human TNAP without phosphate acceptor; P05186; purified TNAP, CDP-star luminescence, 30 min; inhibition, % at 20 µM; hit rate 0.26% among 200,000;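 active = tissue-nonspecific alkaline phosphatase inhibition above about 50% at 20 µM in the single-dose screen, limit read from the data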;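 note: 0% = DMSO negative control and 100% = EDTA positive control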
NF-kB neuron act: compounds increasing NF-kB expression in human neuronal cells. NF-kB reporter expression; hits give high values. fold change at 12.5 µM. hit rate 1.6% among 190,000; in the data active = fold change above about 3.3
TNAP inh hi DEA: inhibitors of human TNAP at high phosphate acceptor concentration. purified TNAP, CDP-star luminescence, 1 M DEA. inhibition, % at 20 µM. AID 1135. P05186. hit rate 0.03% among 200,000;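 active = over 50% inhibition of tissue-nonspecific alkaline phosphatase at 20 µM in the single-dose screen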;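 note: plate controls were DMSO wells for no effect and EDTA-quenched wells as full inhibition for full effect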
* = called active by the depositor; / = not tested or not shown.

SMILES	FLuc act counter	PMI act hi M6P	bIAP act	FLuc inhib CS	PMI act	TNAP act hiacc	APP 5'UTR act	TNAP inh noacc	NF-kB neuron act	TNAP inh hi DEA
COc1ccccc1CNC(=O)C1CCN(c2nc3ccccc3o2)CC1	1.1	1	0.9	-8	1	1.1	19	-5	1.1	-7
O=C(CCSc1nc(-c2ccc3c(c2)OCO3)cc(C(F)(F)F)n1)NCc1ccco1	1	0.9	0.9	-4	0.9	1.1	5	-11	0.98	-6
CCOC(=O)C1=C(CC)Nc2ccccc2N/C1=N\S(=O)(=O)c1ccc(C(=O)OCC)cc1	1.1	1	0.8	-6	1	1	-3	-8	0.96	-4
CCCCn1c(/N=C/c2ccc(N(C)C)cc2)nc2ccccc21	0.4	0.9	0.9	61*	0.9	0.9	2	8	0.97	9
O=C1CCc2cc(S(=O)(=O)NCCC(=O)NC3CCN(Cc4ccccc4)CC3)ccc2N1	1.1	1	1	-7	1	1.1	-5	-15	0.9	-8
C=CCn1c(-c2cccc(OC)c2)nc2nc3ccccc3nc21	1	0.9	1.1	4	0.9	1	6	-5	0.65	-1
Cc1ccc(C(=O)NCCc2nnc(SCC(=O)Nc3nc(-c4ccccc4)cs3)n2C)cc1	1	1.1	1	0	1	1	14	-8	1.4	-2
COCC1CCCCN1Cc1cn(-c2ccccc2)nc1-c1ccc2c(c1)OCO2 (configuration not stated)	1.1	1	1	-6	0.9	1.1	16	-9	1	-6
CCn1c(CCCc2ccc(OC)c(C)c2)n[nH]c1=S	1	1	1.1	2	1	1	-14	-2	1.1	-3
COc1ccc(OC)c(C(=O)c2ccc(C(=O)Nc3ccccc3)cc2)c1	1	0.9	1	-2	0.9	1	2	-10	1.6	-1
O=C(Cc1c(C(=O)O)[nH]c2ccccc12)Nc1ccc2c(c1)OCO2	1	0.8	1	0	0.9	1	18	-9	1.3	-4
NCC(c1ccccc1)(c1ccccc1)c1ccccc1	1.1	1.1	0.9	-13	1.2	1	17	-7	0.97	-4
CC(C)(C)OC(=O)N1CCCC1C(=O)N1CCCC1C(=O)N1CCCC1C(=O)O (configuration not stated)	1	1	0.9	-2	0.9	1	-6	-10	1.1	-1
O=C(CNC(=S)NC(=O)c1ccco1)c1ccccc1	0.8	1.2	0.9	22	1.2	1.1	10	-3	1.6	-7
CCn1c(C)csc1=NC(=O)c1ccccc1O	0.8	0.9	0.9	24	0.9	1	41	-7	1.8	-4
CN(C)CCCN(C(=O)c1ccco1)c1nc2c(F)cccc2s1	1	1.1	1.1	-3	1.1	1	0	-4	0.86	0
CC(Nc1cccc2ccccc12)C(=O)N/N=C/c1ccc([N+](=O)[O-])cc1 (configuration not stated)	1	0.6	0.9	-2	0.8	1	6	2	0.85	-3
C/C=C(\C)CN1CCN(c2ccccc2)CC1	1.1	1.1	0.9	-5	1.1	1	-4	-2	1	1
COc1ccc(-c2nnn(CC(=O)N(Cc3cccs3)C(C)C(=O)NC3CCCC3)n2)cc1OC (configuration not stated)	1	0.9	1.3	-4	0.9	1	-1	-18	0.64	-1
O=C(c1cc(=O)c2ccccc2o1)N1CCCc2ccccc21	1	1	0.9	-5	1	1.1	18	4	0.5	-6
CNC(=O)CN(c1cc(C)ccc1OC)S(=O)(=O)c1ccc(C)cc1	1.1	0.9	1	-8	0.8	1	13	-10	0.95	-3
Cc1cc(C)n(CC(=O)n2c3ccccc3c3ccccc32)n1	1	0.9	0.9	-4	0.9	1	23	-6	1	-4
CC(=O)Nc1ccc2c(c1)CCC2=O	1.1	1	0.9	-8	1	1	-11	-14	0.93	-4
Cc1cc(NC(=O)CSc2nnc(-c3ccccc3)n2C)no1	1.1	1	0.9	-6	1	1	1	-5	0.99	-3
COC(=O)CNC(=O)c1ccc(C)s1	1	1	1	-3	1	1.1	0	-17	1.1	-6
COc1ccc(C(C(=O)NCC2CCCO2)N(C(=O)CNC(=O)c2cccs2)c2ccccc2C)cc1OC (configuration not stated)	1.1	/	1.1	-5	/	1.1	12	-14	1.3	-6
COc1ccc(N(CC(=O)N/N=C/c2ccco2)S(=O)(=O)c2ccccc2)cc1	1	0.9	0.8	-4	1	1	13	3	1.1	-1
O=c1[nH]ncc(N/N=C\c2ccncc2)c1Cl	1	1	1	-5	1.1	1	12	-8	1.2	-1
CN1CCC(C2(O)c3ccccc3CSc3sccc32)CC1 (configuration not stated)	1	0.9	1	2	0.9	1	-8	1	0.94	4
c1ccc(-c2ccc(SCc3cccnc3)nn2)nc1	0.9	1.2	0.9	14	1.3	1	64	-8	1.9	-3
Cc1cc(C(=O)OCC(=O)Nc2ccccc2[N+](=O)[O-])c2ccccc2n1	1	0.9	2.1*	-2	1	1	-6	0	1	2
C=CCNC(=O)c1ccccc1NC(=O)Cc1ccccc1[N+](=O)[O-]	1	0.9	0.7	-1	0.8	1	-2	-5	1	-5
O=C(Nc1ccccc1N1CCN(C(=O)c2ccc(Cl)cc2)CC1)c1cccnc1	1	1	1	-2	0.9	1	-5	-9	0.62	-3
S=C1NNC2(CC3CC2C2CCCC32)NN1 (configuration not stated)	1.1	1	1.2	-6	1	1	10	-29	1.2	-2
Cc1ccc(NC(=O)Cc2nc(CCl)cs2)cc1	1	1.9	0.9	4	1.2	1.1	10	-14	1.2	-7
CCCN1C(=O)/C(=C\C=C2/Sc3ccccc3N2CCO)SC1=S	0.9	0.9	0.8	6	1	0.7	2	32	1.2	26
COC(=O)c1sccc1NC(=O)c1ccc(C)o1	1	1.1	0.9	-2	1.1	1	-3	2	1.1	-4
N#C/C(=C\c1cccc([N+](=O)[O-])c1)C(=O)NCc1ccc(Cl)cc1	1.1	0.8	1	-15	1	1	88	2	1.1	-5
OCCN(Cc1ccccc1)Cc1ccc(Cl)cc1Cl	1.1	1	0.9	-10	1	1	0	2	1.1	-5
C=C(C)CNC(=S)N/N=C/c1ccc(NC(C)=O)cc1	1.1	1	0.9	-6	1	1.1	-12	-16	1.3	-8
COc1ccc(CN(C)CC(=O)Nc2ccc(Cl)cc2C(F)(F)F)c(OC)c1	1.1	1	0.9	-8	0.9	1.1	-1	-10	1.1	-5
C/C(=N\NC(N)=O)C1(C)CCCCC1	1.1	1	0.9	-6	1	1	15	-16	1.1	-4
CCN(CC)S(=O)(=O)c1cccc(C(=O)Nc2ccc3c(c2)OCO3)c1	0.8	0.8	1.1	22	0.8	1	51	-2	2.4	0
CCO[C@@H]1OC(C(=O)N2CCOCC2)=C[C@H](C2CCCCC2)[C@H]1CCCO	1.1	1	1.1	-8	1	1	13	0	1	-2
CC(NC(=O)Cn1c(=O)[nH]c2ccsc2c1=O)C12CC3CC(CC(C3)C1)C2 (configuration not stated)	1.1	0.9	0.8	-6	0.9	1	1	-5	1.8	-2
CCN1CCN(C(=O)/C=C\C(=O)O)CC1	1.1	1.1	0.9	-6	1.1	1	2	-20	1.1	-3
CCN(CC)C(=O)C1CCCN(C(=O)Nc2ccc(NC(=O)N3CCCC(C(=O)N(CC)CC)C3)cc2)C1 (configuration not stated)	1	1	1	-3	0.9	1.1	-1	-10	1.1	-5
CC(=O)Nc1ccc(Nc2nc3c(S(=O)(=O)c4ccc(C)c(C)c4)nnn3c3ccccc23)cc1	1	1	1	-4	1	1	4	-6	1	-1
Nc1nnnn1CC(=O)N/N=C/c1cc([N+](=O)[O-])ccc1Cl	1	0.8	1	-4	1	1	-1	-9	1.2	-4
CCOc1cc(/C=N\NC(=O)c2ccc(NC(=O)C(C)(C)C)cc2)ccc1OC(=O)c1ccc(OC)cc1	1	0.9	1.1	-4	0.9	1	-94	-3	1.2	0
COc1cccc(C(=O)NCC(=O)OCC(=O)Nc2cc(OC)c([N+](=O)[O-])cc2C)c1	1	0.8	0.9	-4	0.8	1	4	-12	1	2
CC(=O)c1cc2c(cc1NC(=O)Nc1cccc(Cl)c1)OCCO2	1	1.2	0.9	-5	1	1	4	-9	0.83	-3
COCCNC(=O)c1onc(CSc2cccc(OC)c2)c1C(=O)O	1.1	1.1	1	-5	1.2	1	-1	-10	1.7	2
COC(=O)c1[nH]c(C)c(/C(O)=C2\C(=O)C(=O)N(CCN3CCOCC3)C2c2cccs2)c1C (configuration not stated)	1.1	1.1	1	-5	1.2	1.1	/	-14	1.2	-8
COc1ccc(C)cc1S(=O)(=O)N1CCC(C)CC1	1	1.1	0.9	-3	1	1	6	-6	0.98	0
Cc1ccc(C2C3=C(CCCC3=O)Nc3nc(SCC(=O)NCc4ccco4)[nH]c(=O)c32)cc1 (configuration not stated)	1.1	1	1	-6	1	0.9	11	10	0.97	6
CC(C)C(OC(=O)c1cccc(S(=O)(=O)NCC(F)(F)F)c1)C(=O)NC(N)=O (configuration not stated)	1	1.1	1.3	-4	1	1	-19	-4	1.4	-3
O=c1[nH]c2ccccc2nc1/C=C/c1ccc(O)cc1	0.5	0.8	0.7	54*	0.9	0.7	81	18	1	35
CCCCn1c(=O)nc2n(-c3ccc(C)cc3)c3ccccc3cc-2c1=O	1	1.8	0.7	-5	1.5	1	-24	-10	1	-4
COC(=O)c1cc(OC)c(OC)cc1NC(=O)c1cccnc1	1.1	0.8	1.2	-6	0.9	1	7	-1	1.4	2

Arranged by number of heavy atoms (smallest number first): three of the compounds above.
SMILES	FLuc act counter	PMI act hi M6P	bIAP act	FLuc inhib CS	PMI act	TNAP act hiacc	APP 5'UTR act	TNAP inh noacc	NF-kB neuron act	TNAP inh hi DEA
CCCCn1c(=O)nc2n(-c3ccc(C)cc3)c3ccccc3cc-2c1=O	1	1.8	0.7	-5	1.5	1	-24	-10	1	-4
CC(C)C(OC(=O)c1cccc(S(=O)(=O)NCC(F)(F)F)c1)C(=O)NC(N)=O (configuration not stated)	1	1.1	1.3	-4	1	1	-19	-4	1.4	-3
Cc1ccc(C2C3=C(CCCC3=O)Nc3nc(SCC(=O)NCc4ccco4)[nH]c(=O)c32)cc1 (configuration not stated)	1.1	1	1	-6	1	0.9	11	10	0.97	6

A different layout for some results above:
smiles,FLuc act counter,PMI act hi M6P,bIAP act,FLuc inhib CS,PMI act,TNAP act hiacc,APP 5'UTR act,TNAP inh noacc,NF-kB neuron act,TNAP inh hi DEA
CCCN1C(=O)/C(=C\C=C2/Sc3ccccc3N2CCO)SC1=S,0.9,0.9,0.8,6,1,0.7,2,32,1.2,26
COC(=O)c1sccc1NC(=O)c1ccc(C)o1,1,1.1,0.9,-2,1.1,1,-3,2,1.1,-4

(more compounds)
SMILES	FLuc act counter	PMI act hi M6P	bIAP act	FLuc inhib CS	PMI act	TNAP act hiacc	APP 5'UTR act	TNAP inh noacc	NF-kB neuron act	TNAP inh hi DEA
CCCc1cc2c(cc1NC(=O)c1ccc(C)cc1)OCO2	1	1	1	4	0.9	1	12	-8	0.96	-4
COCCCNc1ncnc2sc3c(c12)CCC(C)C3 (configuration not stated)	1	0.9	1	2	0.8	1	-15	-3	1.1	3
Cc1c(C(=O)NCCSc2ccc(Cl)cc2)cccc1[N+](=O)[O-]	1.1	1.1	1	-9	0.9	1	-4	-21	0.96	0
Cc1ccccc1-c1nc(-c2ccc(NC(=O)c3ccc(Br)o3)cc2)no1	1	1	0.8	2	1	1	29	-4	2.1	-2
COC(=O)c1sc2nc(CN3CCN(c4ccc(OC)cc4)CC3)[nH]c(=O)c2c1C	1	0.7	1.7	-5	0.8	1	12	-22	0.99	0
O=C1C2C3CC(C(Br)C3Br)C2C(=O)N1c1ccccn1 (configuration not stated)	1.1	0.9	1	-6	0.9	1	1	0	1.1	-1
